From PubChem BioAssay
VIM-2 inhibitor – VIM-2 metallo-beta-lactamase inhibitors, primary screen, biochemical, epi-absorbance readout, Pseudomonas aeruginosa enzyme; purified VIM-2, nitrocefin hydrolysis, epi-absorbance fluorescence; inhibition, % at 5.6 µM; actives 0.89% (n = 290,000);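 active means inhibition above the mean of all tested compounds plus 3 SD, cutoff set per screening run, cut at about 7.5% in these data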;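 further: red hydrolysis product quenches plate fluorescence so inhibitors raise well fluorescence; 0% = enzyme with DMSO and 100% = DMSO without enzyme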
IMP-1 inhibitor – IMP-1 metallo-beta-lactamase inhibitors, primary screen, biochemical, epi-absorbance readout, Pseudomonas aeruginosa enzyme; metallo-beta-lactamase IMP-1 (Pseudomonas aeruginosa); purified IMP-1, nitrocefin hydrolysis, epi-absorbance fluorescence; inhibition, % at 5.6 µM; actives 0.45% (n = 290,000);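 active means inhibition above the mean plus 3 SD of all compounds in the same screening run, cut at about 4.5% in these data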;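 further: 0% = IMP-1 with DMSO and 100% = DMSO wells lacking enzyme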
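System: Purified recombinant IMP-1 metallo-beta-lactamase enzyme | Measured by: Fluorescence quenching readout, ex 480/em 530 nm | Replication: Singlicate | Incubation: 15 min preincubation plus 25 min reaction at 25 °C | Evaluation: Percent inhibition from optical density relative to buffer-blank wells | Benchmarks: DMSO with and without IMP-1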
SUMO HTRF inh – inhibitors of in vitro SUMOylation cascade, primary screen, biochemical, HTRF, uHTS; HTRF SUMOylation assay, SAE1/SAE2 + UBC9; inhibition, % at 35 µM; actives 0.36% (n = 290,000); AID 2006, 2009; in the data active means inhibition above about 50%, passing the limit was not always enough; further: strong numbers were not always called active
Target sequence (P63279 whole entry, looked up): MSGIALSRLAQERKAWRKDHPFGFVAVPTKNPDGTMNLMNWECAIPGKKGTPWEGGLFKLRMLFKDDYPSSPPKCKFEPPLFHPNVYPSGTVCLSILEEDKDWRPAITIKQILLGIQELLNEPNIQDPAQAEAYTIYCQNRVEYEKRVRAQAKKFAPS
HCV NS3 hel inh – inhibitors of HCV NS3 helicase, primary screen, biochemical, Cy5 molecular beacon fluorescence; inhibition, % at 10.9 µM; NS3 helicase DNA unwinding; AID 1800, 2009; actives 0.56% (n = 290,000);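 active means inhibition above the mean of all tested compounds plus 3 SD, set per campaign, cut at about 35% in these data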;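 further: 0% = DMSO wells and 100% = thioflavine S control wells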
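Assay system: hepatitis C virus NS3 helicase domain fragment enzyme. Also added: annealed dual-labelled DNA beacon duplex, ATP-started. Timing: 1 h reaction at 25 °C, ATP-initiated. Technique: Cy5 fluorescence at 0 and 60 min, beacon hairpin quenching. Evaluation: % inhibition of unwinding. Replication: one well per compound.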
M18AAP inhibitor – PfM18AAP inhibitors, malaria aminopeptidase, primary screen, biochemical, QFRET, recombinant enzyme | H-Glu-NHMec fluorogenic cleavage | inhibition, % at 7.35 µM | actives 1.2% (n = 290,000) | M18 aspartyl aminopeptidase (Plasmodium falciparum 3D7) | AID 1822, 2009;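 active means inhibition above the campaign mean inhibition over all tested compounds plus 3 SD, cut at about 28% in these data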;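 further: 0% = plate median of test compound wells and 100% = 2 mM ZnCl2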
MEKK2 mut-MEK5 – MEK5 binding signal on mutant MEKK2 PB1, primary screen, biochemical, multiplex bead flow cytometry, Alexa488-MEK5; percent response, % at 10 µM; actives 0.35% (n = 290,000); Alexa488-MEK5 binding to MEKK2 mutant; AID 1530, 2009; in the data active means percent response above about 24%, passing the limit was not always enough; further: inactives centre near 1; some results filed as inactive read as strong as hits
MEKK2wt PB1 HTS – modulators of MEK5 binding to wildtype MEKK2, primary screen, biochemical, multiplex bead flow cytometry, Alexa488-MEK5. Mitogen-activated protein kinase kinase kinase 2 (Homo sapiens), Q9Y2U5. Alexa488-MEK5 binding to MEKK2 WT; actives lie on both sides. binding response (% of control), % at 10 µM. actives 1.1% (n = 290,000). AID 1531, 2009; in the data active means binding response below about 67% or above about 130%
NALP1 inh – NALP1 inflammasome inhibitors in reconstituted yeast, colorimetric, S. cerevisiae, triplicate retest. inhibition, % at 10 µM. actives 0.61% (n = 280,000). S. cerevisiae NALP1/ASC/caspase-1 growth, X-gal OD620, 72 h; in the data active means inhibition mostly above about 24%, no sharp cut-off; inactive means mostly below about 32%; further: some compounds called inactive have numbers as strong as hits
DNA FID counter – compounds displacing fluorescent DNA intercalator, primary screen, artefact control for HCV NS3 helicase inhibitor project, biochemical, FID fluorescence. DNA fluorescent intercalator displacement. inhibition, % at 7.9 µM. actives 0.17% (n = 290,000). AID 1845, 2009; in the data active means inhibition above about 37%;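 further: 0% = vehicle and 100% = reference compound; higher means more ethidium bromide displaced from hairpin DNA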
The depositor's hits bear a star; nt = not tested or not shown. Compounds were not picked by outcome; 4.7% or so of the library scored in one or more.

Abbreviations: A = VIM-2 inhibitor; B = IMP-1 inhibitor; C = SUMO HTRF inh; D = HCV NS3 hel inh; E = M18AAP inhibitor; F = MEKK2 mut-MEK5; G = MEKK2wt PB1 HTS; H = NALP1 inh; I = DNA FID counter
[1] CCN(CC)c1cc(C)c(C#N)c2nc3ccccc3n12
  A: -2.5	B: -4.2	C: 11	D: 4	E: 2	F: 2	G: 93	H: 17	I: -14

[2] CCc1nc(SCC(=O)NCc2ccco2)c2c3c(sc2n1)CCCC3
  A: -3.1	B: -1.1	C: -4	D: -7	E: -1	F: 6	G: 105	H: 36	I: -5

[3] CN(C)S(=O)(=O)N1CCc2ccc(NC(=O)c3ccc(C(F)(F)F)cc3)cc2C1
  A: 1.3	B: -1.0	C: -16	D: -6	E: 3	F: 2	G: 105	H: 18	I: -17

[4] CCS(=O)(=O)CCn1c([N+](=O)[O-])cnc1C
  A: -0.4	B: -1.8	C: 2	D: -2	E: -4	F: -3	G: -9.0*	H: 40	I: -1

[5] O=C(COc1ccc2ccc(=O)oc2c1)N1CCN(c2ccccc2)CC1
  A: -3.5	B: -3.6	C: 34	D: 5	E: 3	F: 2	G: 104	H: 3	I: -16

[6] CCN(CC)S(=O)(=O)c1cccc(C(=O)OCC(=O)c2ccc3c(c2)OCCO3)c1
  A: -2.2	B: -1.3	C: 7	D: 3	E: -2	F: -1	G: 98	H: 40	I: -4

[7] Cc1cc(/C=N/n2cnnc2)c(C)n1-c1ccc(Cl)cc1Cl
  A: -0.3	B: -2.4	C: -13	D: -4	E: 11	F: -7	G: 98	H: 2	I: -17

[8] Cc1ccc(-c2csc(NC(=O)c3ccccc3F)c2C(=O)O)cc1
  A: 3.8	B: -0.1	C: 1	D: 23	E: -10	F: 0	G: 102	H: 4	I: -12

[9] CCOC(=O)c1cc([N+](=O)[O-])c([N+](=O)[O-])cc1NC(C)=O
  A: 1.8	B: 0.3	C: -9	D: 11	E: 7	F: -3	G: 95	H: 46	I: 7

[10] O=C(COc1ccc(S(=O)(=O)NC2CCCCC2)cc1Cl)NCC1CCCO1 (stereo not drawn)
  A: -0.9	B: -1.2	C: -18	D: 3	E: -2	F: -8	G: 91	H: 4	I: -34

[11] COc1ccc(OC)c(NC(=O)N2CCCC(C)C2)c1 (stereo not drawn)
  A: -1.9	B: -2.8	C: 10	D: 0	E: 5	F: 8	G: 97	H: 10	I: -10

[12] CC1CCN(C(=O)CCNS(=O)(=O)c2ccc(Cl)cc2)CC1
  A: -1.6	B: -2.6	C: 10	D: 2	E: -3	F: -1	G: 96	H: 5	I: -15

[13] CC(C)C(=O)Nc1cccc(-c2csc(-c3ccccc3)n2)c1
  A: -0.5	B: -1.6	C: -19	D: -7	E: -10	F: 0	G: 110	H: 26	I: -11

[14] COc1ccc(/C(O)=C2/C(=O)C(=O)N(c3nc(C)c(C)s3)C2c2ccco2)cc1 (stereo not drawn)
  A: -2.6	B: 2.5	C: 10	D: 23	E: 20	F: -1	G: 95	H: -9	I: -2

[15] O=C1C2CC=CCC2C(=O)N1c1ccc(Cc2ccncc2)cc1 (stereo not drawn)
  A: -3.4	B: -3.5	C: 1	D: -14	E: 1	F: 4	G: 101	H: nt	I: -13

[16] O=c1ccnc(S/C=C/c2ccccc2)[nH]1
  A: -3.1	B: -2.8	C: 14	D: 12	E: 3	F: -1	G: 96	H: 27	I: 6

[17] O=C(CNC(=O)c1cccc(Br)c1)N/N=C/c1cn[nH]c1-c1ccccc1
  A: -4.6	B: -3.1	C: 4	D: -3	E: 4	F: -1	G: 96	H: 20	I: -8

[18] Cc1nc(-c2cccc(NS(=O)(=O)c3ccc4ccccc4c3)c2)cs1
  A: -2.3	B: -2.5	C: -27	D: -19	E: 2	F: -3	G: 98	H: 11	I: -10

[19] CCOC(=O)c1sc2ncn(CC(=O)NCC3CCCO3)c(=O)c2c1C (stereo not drawn)
  A: -1.2	B: -1.9	C: 12	D: 1	E: -6	F: 7	G: 107	H: 8	I: 0

[20] COc1ccc(CN=CC2=C(O)CNC2=O)cc1
  A: -1.0	B: -5.0	C: 2	D: 0	E: 0	F: 14	G: 104	H: -8	I: 0

[21] Nc1nc(SCC(=O)NC2CCCC2)[nH]c(=O)c1NC(=O)c1cccs1
  A: -2.6	B: -2.4	C: 20	D: 9	E: -2	F: 13	G: 106	H: nt	I: -4

[22] Cc1onc(-c2c(Cl)cccc2Cl)c1C(=O)N1C=CC(C(F)(F)F)=NCC1
  A: -3.0	B: -2.0	C: 29	D: -22	E: 7	F: 9	G: 108	H: 31	I: -2

[23] O=C(O)CCNS(=O)(=O)c1ccccc1C(F)(F)F
  A: 0.1	B: -0.6	C: 3	D: 3	E: 0	F: -1	G: 102	H: -6	I: 0

[24] O=C(Nc1ccc(Oc2ccc(NC(=O)C3CCCO3)cc2)cc1)C1CCCO1 (stereo not drawn)
  A: 1.9	B: 0.4	C: 22	D: 7	E: -7	F: 3	G: 99	H: -3	I: -21

[25] Cc1nc(N2CCC(C(N)=O)CC2)c2nnn(Cc3ccccc3)c2n1
  A: 1.4	B: 4.3	C: 6	D: 8	E: -3	F: 2	G: 102	H: 5	I: 0

[26] O=C(NC(Cc1ccccc1)C(=O)O)c1ccc(S(=O)(=O)N2CCCCC2)cc1 (stereo not drawn)
  A: -7.1	B: -3.4	C: 6	D: 8	E: 10	F: 9	G: 100	H: -6	I: -39

[27] O=C(c1ccc2c(c1)OCO2)N1CCC(Cc2ccccc2)CC1
  A: -0.9	B: -0.7	C: 6	D: 15	E: -2	F: 1	G: 98	H: 14	I: -37

[28] CCOC(=O)c1c(NC(=O)c2ccc(S(=O)(=O)N(C)CC3CCCO3)cc2)sc2c1CCN(C)C2 (stereo not drawn)
  A: 2.6	B: 0.9	C: 1	D: -34	E: 1	F: 10	G: 123	H: 14	I: 27

[29] O=C(NC1CC1)c1ccc(S(=O)(=O)NC2CCCCCC2)cc1
  A: -3.1	B: -3.0	C: -12	D: -14	E: 0	F: -3	G: 92	H: 3	I: -16

[30] O=C(c1ccc(Cl)cc1)C1CCN(C(=O)c2ccccc2)CC1
  A: -1.8	B: 1.4	C: 14	D: 3	E: -8	F: 2	G: 105	H: -10	I: -30

By substructure, those above containing an NH in an aromatic ring (3)
Abbreviations: A = VIM-2 inhibitor; B = IMP-1 inhibitor; C = SUMO HTRF inh; D = HCV NS3 hel inh; E = M18AAP inhibitor; F = MEKK2 mut-MEK5; G = MEKK2wt PB1 HTS; H = NALP1 inh; I = DNA FID counter
[16] O=c1ccnc(S/C=C/c2ccccc2)[nH]1
  A: -3.1	B: -2.8	C: 14	D: 12	E: 3	F: -1	G: 96	H: 27	I: 6

[17] O=C(CNC(=O)c1cccc(Br)c1)N/N=C/c1cn[nH]c1-c1ccccc1
  A: -4.6	B: -3.1	C: 4	D: -3	E: 4	F: -1	G: 96	H: 20	I: -8

[21] Nc1nc(SCC(=O)NC2CCCC2)[nH]c(=O)c1NC(=O)c1cccs1
  A: -2.6	B: -2.4	C: 20	D: 9	E: -2	F: 13	G: 106	H: nt	I: -4

Remaining list, next part:
Abbreviations: A = VIM-2 inhibitor; B = IMP-1 inhibitor; C = SUMO HTRF inh; D = HCV NS3 hel inh; E = M18AAP inhibitor; F = MEKK2 mut-MEK5; G = MEKK2wt PB1 HTS; H = NALP1 inh; I = DNA FID counter
[31] O=C(CSc1nc2[nH]ncc2c(=O)n1-c1ccccc1)c1ccc2c(c1)OCCO2
  A: -1.1	B: -0.1	C: 12	D: -5	E: 0	F: 10	G: 106	H: -5	I: -16

[32] CCCCN(C)C(=O)C1CCCN(S(=O)(=O)c2ccc3c(c2)CC(C)N3C(=O)C2CC2)C1 (stereo not drawn)
  A: -1.8	B: -4.2	C: 7	D: -2	E: 2	F: 4	G: 101	H: 9	I: -60

[33] Cc1cccc(OCc2nnc(SCC(=O)OC3CCCCC3)o2)c1
  A: -1.5	B: -1.6	C: 4	D: -2	E: 5	F: 0	G: 98	H: 0	I: -7

[34] C=C1CCN([C@@H](C)C(=O)NCCCCCC)S(=O)(=O)c2ccccc21
  A: nt	B: nt	C: -12	D: nt	E: nt	F: 4	G: 99	H: 3	I: nt

[35] Cc1ccc(NC(=O)Nc2c(C)n(C)n(-c3ccccc3)c2=O)cc1
  A: 0.0	B: -1.4	C: 8	D: 7	E: -3	F: 5	G: 102	H: 16	I: -7

[36] O=C(O)c1cc(-c2ccccc2Cl)n(-c2ccccc2)n1
  A: -1.9	B: -2.5	C: 4	D: -3	E: 1	F: 0	G: 102	H: 5	I: -18

[37] O=C(COC(=O)c1ccc(Br)o1)NCC1CCCO1 (stereo not drawn)
  A: -3.1	B: -2.7	C: 8	D: 2	E: -7	F: 3	G: 104	H: 15	I: 1

[38] CC(C)(O)C#Cc1ccc(CN2CCN(Cc3ccccc3)C(CCO)C2)s1 (stereo not drawn)
  A: 0.1	B: -0.6	C: 11	D: -7	E: -12	F: 0	G: 99	H: 22	I: -3

[39] O=C(N/N=C/c1ccc(-c2cccc([N+](=O)[O-])c2)o1)c1ccc([N+](=O)[O-])cc1
  A: -3.0	B: -3.4	C: 22	D: -1	E: 2	F: -3	G: 101	H: 6	I: 5

[40] CC(C)(C)C(=O)NC(NC(=O)C(C)(C)C)c1ccc([N+](=O)[O-])cc1
  A: -1.6	B: -1.6	C: -4	D: -4	E: -1	F: -2	G: 102	H: 21	I: -2

[41] CCOc1ccc(N(CC(=O)NCCc2ccccc2)C(=O)CCC(=O)Nc2nccs2)cc1
  A: 2.1	B: -0.5	C: -5	D: -15	E: -5	F: 1	G: 103	H: 2	I: -40

[42] CCn1c(Nc2ccccc2Cl)nc2ccccc21
  A: -3.6	B: -2.9	C: 21	D: -6	E: 0	F: 0	G: 102	H: 9	I: -2

[43] CC12C(=O)N(Cc3ccco3)C(=O)C1C1c3ccccc3C2c2ccccc21 (stereo not drawn)
  A: -2.1	B: -3.2	C: 18	D: -3	E: 1	F: 3	G: 103	H: 0	I: -19

[44] Cc1ccc2nc(NC(=O)CSCc3ccccc3)sc2c1
  A: -3.8	B: -1.7	C: 13	D: -8	E: 4	F: 8	G: 122	H: -8	I: 1

[45] CC1CCCN(C(=O)COc2ccc(Nc3ccccc3)cc2)C1 (stereo not drawn)
  A: -2.2	B: -2.8	C: 10	D: 0	E: 8	F: -1	G: 103	H: 9	I: -8
